Lamin A splicing = LMNA splicing modulation; AID 1487; Potency, µM (series often up to 46.1 µM), for inactives: at the top dose ratio change, negative = inhibition, hits mostly inhibitors; HeLa LMNA splicing GFP/RFP minigene ratio, 48 h; 200,000 compounds, 0.01% hits; active = well fitted inhibition curve with a large enough effect in the signal ratio, with a control signal flat, not every such curve was filed as active; inconclusive = small, poorly fitted or top-dose-only effect, or effect the other way, or a change in a side signal; the % refers to the signal ratio; also: % is scaled to controls: 0 for no effect and ±100 for the full control effect
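S3 HeLa stable clones carrying a lamin A-EGFP splicing minigene plus DsRed2 were seeded at 600 cells/well in Opti-MEM with 2% FBS, pin-dosed and incubated 48 h at 37°C. Acumen cytometry (488 nm) gave the GFP/RFP total-intensity ratio.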
SMN2 splice up = increases expression of the SMN2 splice variant; Potency, µM (titrated, usually from 46.1 µM), for the others: at the top dose activity change, positive = activation, actives largely listed as activators; 210,000 compounds, 2.8% hits; HEK293 SMN2-luciferase splicing reporter, luminescence, 30-36 h; also: % of control where 0% means no effect; nearly all actives have a fitted effect of over 55% in size
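qHTS luciferase splicing reporter: luminescence rises when SMN2 exon 7 is included in transfected HEK293 cells. Compound exposure lasted 30-36 h at 37C, with 4.5 mM final sodium butyrate as control, followed by a ONE-Glo read.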
KDM4E inh = inhibitors of human JMJD2E histone demethylase | JMJD2E catalytic domain, FDH-coupled NADH fluorescence (FDH is formaldehyde dehydrogenase) | Potency, µM (doses to about 57.1 µM), without a hit: top-dose activity change, negative = inhibition, actives largely listed as inhibitors | 230,000 compounds, 1.6% hits; active = well fitted inhibition curve with a large enough effect, not every such curve was filed as active; inconclusive = small, poorly fitted or top-dose-only effect, or another doubt; inactive = no such curve, though single readings can be large or run the other way;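 also: 0% = wells with enzyme and -100% = buffer wells without enzyme; nearly all actives have a fitted effect of over 50% in size; many of its hits are not listed in these tables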
Target sequence (B2RXH2 1-337 limits assumed): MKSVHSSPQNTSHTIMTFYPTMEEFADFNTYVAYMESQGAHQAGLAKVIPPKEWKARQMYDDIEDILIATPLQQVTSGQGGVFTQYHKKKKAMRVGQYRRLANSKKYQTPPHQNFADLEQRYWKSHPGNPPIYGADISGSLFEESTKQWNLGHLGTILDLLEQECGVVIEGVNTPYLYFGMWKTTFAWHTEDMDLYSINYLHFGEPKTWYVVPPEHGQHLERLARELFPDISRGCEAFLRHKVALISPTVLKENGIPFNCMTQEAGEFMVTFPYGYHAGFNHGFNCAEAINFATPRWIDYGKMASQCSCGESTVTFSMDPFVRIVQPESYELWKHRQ
RECQ1 helicase = RECQ1 (human) helicase inhibition; P46063; RECQ1 DNA unwinding, red fluorescence kinetic read; Potency, µM (top dose mostly 57.3 µM), without a hit: at the highest dose activity, negative = inhibition, usual class: inhibitors; 240,000 compounds, 0.54% hits;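 also: plate controls were vehicle for no effect and no enzyme for full effect; nearly all actives have a fitted effect of over 30% in size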
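RECQ1T1 50 nM; forked duplex (20 bp + 30-nt ss tails) 200 nM, ATP 2 mM final; pH 8.0, 2 mM MgCl2, 2.5 ug/ml poly(dI-dC); 15 min compound preincubation; discontinuous kinetic read over 2 h at RT.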
RGS12 GoLoco inh = RGS12 GoLoco-Gai1 interaction inhibition; Gai1:RGS12 GoLoco peptide FP, rhodamine, 10 min; Potency, µM (doses to about 61.6 µM), for inactives: top-dose activity, negative = inhibition, actives largely listed as inhibitors; 230,000 compounds, 0.44% hits; active = well fitted inhibition curve with a large enough effect, not every such curve was filed as active; inactive = no such curve, though single readings can be large or run the other way; also: % is scaled to controls: 0 for no effect and ±100 for the full control effect; nearly all actives have a fitted effect of over 30% in size; many of its hits are not listed in these tables
TRb-SRC2 inh = inhibitors of human thyroid hormone receptor beta-SRC2 interaction | P10828 | TRbeta-SRC2 peptide binding, fluorescence polarization; receptor liganded with 1 µM T3 | Potency, µM (top dose mostly 106 µM), for inactives: at the highest dose activity change, negative = inhibition, most hits filed as inhibitors | 280,000 compounds, 0.065% hits;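 also: plate controls were bound peptide for no effect and peptide without receptor for full effect; nearly all actives have a fitted effect of over 50% in size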
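Compounds were added to 0.6 uM TRb ligand-binding domain and 20 nM Texas Red-labeled SRC2 peptide in Tris buffer containing 1 uM T3, incubated 5 hr at ambient temperature, then read by fluorescence polarization.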
TR SRC2 fluor cs = alters Texas Red total fluorescence, flagging assay interference. AID 1479. TRb/SRC2 Texas Red total fluorescence interference. 280,000 compounds, 0.29% hits. Potency, µM (series often up to 106 µM), for inactives: at the highest dose fluorescence change, negative = quenching; active = well fitted curve in either direction with a large enough effect; inconclusive = small, poorly fitted or top-dose-only effect; also: % is scaled to controls: 0 for no effect and ±100 for the full control effect
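Human TRb ligand-binding domain at 0.6 uM with 20 nM Texas Red SRC2 peptide in Tris buffer containing 1 uM T3 and 5% DMSO, incubated with compound 5 h at ambient temperature. Total fluorescence (555/632 nm) calculated as parallel + 2 × perpendicular.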
ALDH1A1 inh = inhibitors of human aldehyde dehydrogenase 1A1; Potency, µM (highest dose often 75.3 µM), inactives show top-dose activity, negative = inhibition, actives largely listed as inhibitors; Purified ALDH1A1, NADH fluorescence, propionaldehyde substrate; 220,000 compounds, 7.3% hits; P00352; AID 1030; active = well fitted inhibition curve with a large enough effect, not every such curve was filed as active; inconclusive = small, poorly fitted or top-dose-only effect, or another doubt; inactive = no such curve, though single readings can be large or run the other way;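 also: plate controls were no enzyme wells and a reference inhibitor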
Target sequence (P00352 whole entry, looked up): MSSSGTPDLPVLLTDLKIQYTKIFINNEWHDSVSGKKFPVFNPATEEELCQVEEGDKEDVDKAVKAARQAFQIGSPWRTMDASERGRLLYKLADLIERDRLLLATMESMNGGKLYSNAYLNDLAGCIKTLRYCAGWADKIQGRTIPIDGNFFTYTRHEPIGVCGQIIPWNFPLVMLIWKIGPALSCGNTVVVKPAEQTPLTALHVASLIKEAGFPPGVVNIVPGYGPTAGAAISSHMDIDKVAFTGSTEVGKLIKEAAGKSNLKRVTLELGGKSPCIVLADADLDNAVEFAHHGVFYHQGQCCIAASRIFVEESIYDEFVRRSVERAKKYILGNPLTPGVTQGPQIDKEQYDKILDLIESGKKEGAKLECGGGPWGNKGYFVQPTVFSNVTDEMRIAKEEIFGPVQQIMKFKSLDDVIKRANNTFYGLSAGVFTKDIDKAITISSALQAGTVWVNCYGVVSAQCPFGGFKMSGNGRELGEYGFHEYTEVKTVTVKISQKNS
* hit, by the source's call; i = inactive; ? = inconclusive; . = not tested or not shown; & = joins results of further samples; [ ] = another dose, or the depositor's remark. Unless noted, calls follow the shape of the dose curve; as a rule, active = well fitted curve in the direction sought with a large enough effect; inconclusive = small, poorly fitted or top-dose-only effect, or another doubt; inactive = no such curve, though single readings can be large; an effect the other way counts as inactive or inconclusive. Potency is read from the fitted curve at half-maximal effect. Only part of the results is shown; the hit share may differ from the screen's.

SMILES	Lamin A splicing	SMN2 splice up	KDM4E inh	RECQ1 helicase	RGS12 GoLoco inh	TRb-SRC2 inh	TR SRC2 fluor cs	ALDH1A1 inh
COc1ccc(NC(=S)N(Cc2ccc(C(=O)O)cc2)Cc2ccc(OC)c(OC)c2)cc1	.	-4%	-2%	7%	-1%	-9%	0%	?
O=C(N/N=C/c1cccs1)c1ccccn1	13%	25µM*	4%	-17%	-6%	0%	-1%	-3%
O=C(NCc1cccnc1)c1cccc(-c2cc3ccccc3oc2=O)c1	.	-48%[inhibitor]	0%	17%	7%	1%	-2%	-8%
Cc1ccc(CNC(=O)CN(C)S(=O)(=O)c2cccc3nsnc23)cc1	-8%	-5%	0%	-4%	-6%	-17%	-2%	-1%
O=C(CSc1nnnn1C1CCCCC1)Nc1ccccc1N1CCOCC1	.	.	2%	-2%	-12%	2%	3%	28µM*
O=C(CC12CC3CC(CC(C3)C1)C2)N1CCCC1	4%	-2%	-2%	i	-17%	-6%	-4%	-1%
Cc1ccccc1CSc1nnc(CCCCCNC(=O)OC(C)(C)C)o1	.	.	-4%	i	2%	-2%	-1%	.
COc1ccc(/C=C/c2nc3ccccc3n2Cc2ccc(OC)c(OC)c2)cc1	?	.	-9%	-3%	21%	1%	3%	?
Cc1ccc(O)c(C(=O)c2coc(=N)c(C(=O)NC(C)C)c2)c1	-5%	9%	7%	i	29%	-13%	2%	?
Cc1ccc(S(=O)(=O)NNC(=S)NCCc2ccccc2)cc1	.	.	3%	i	18%	-2%	0%	.
COC(=O)c1cnc2c(C(F)(F)F)cccc2c1OC	-1%	14%	-4%	0%	-1%	-2%	-1%	15%
Cc1c(N=C2C=C(Br)C(=O)C(Br)=C2)c(=O)n(-c2ccccc2)n1C	.	-3%	-16%	22µM*	-3%	1%	1%	10µM*
CCOc1cc(/C=C2\C(=O)N(c3cccc(C(F)(F)F)c3)C(=O)c3ccccc32)ccc1O	-1%	-1%	?	-2%	4%	2%	-1%	?
CC(C)(C)NC(=O)CSc1nc(O)cc(=O)n1-c1ccccc1F	1%	8%	-2%	-22%	184%[activator]	2%	3%	-4%
Cc1csc(NC(=O)COCC(=O)O)c1-c1nc2ccccc2s1	.	.	-2%	19%	3%	-1%	-1%	.
CN1C(=O)/C(=C/c2cn(CC(=O)NCc3ccco3)c3ccccc23)NC1=S	?	.	-8%	i	10%	7%	-1%	?
COc1cc(OC)cc(C(=O)N[C@H](C(=O)Nc2nc3ccc(S(C)(=O)=O)cc3s2)C(C)C)c1	.	12%	?	i	-10%	6%	-4%	-4%
O=C(NC1CCCCC1)N(Cc1nc2ccccc2c(=O)[nH]1)C1CCCC1	-2%	-9%	?	i	7%	8%	1%	-1%
COc1ccc(C2=[N+]([O-])C(C)(C)N(O)C2C)cc1 (stereo not drawn)	3%	1%	3%	-5%	-12%	-2%	3%	5%
COc1ccccc1N1CC(C(=O)OC(C)C(=O)N2CCCc3ccccc32)CC1=O (stereo not drawn)	-2%	-12%	8%	-3%	-1%	0%	-4%	1%
CCS(=O)(=O)NCCc1ccc(OC)c(OC)c1	-1%	?	-3%	-3%	5%	9%	1%	9%
O=C(NCc1ccc2c(c1)OCO2)c1ccc(S(=O)(=O)NCC2CCCO2)cc1 (stereo not drawn)	-18%	-23%	5%	-4%	1%	-12%	-2%	5%
C[C@@H]1[C@H](O)[C@@H](C)/C=C/C=C/C=C/C=C/C=C/C=C/C=C/[C@H](O[C@@H]2O[C@H](C)[C@@H](O)[C@H](N)[C@@H]2O)C[C@@H]2O[C@](O)(C[C@@H](O)C[C@@H](O)[C@H](O)CC[C@@H](O)C[C@@H](O)CC(=O)O[C@H]1C)C[C@H](O)[C@H]2C(=O)O	?	-5%	.	-13%	11%	2%	2%	-15%
COc1ccccc1-c1nnc(NC(=O)CSc2nncn2C)s1	?	11µM*	?	-1%	7%	-3%	0%	?
Cn1cc(C(=O)NC2CCCCCC2)c(=O)c2cc(S(=O)(=O)N3CCCC3)ccc21	-6%	21%	-4%	-8%	-12%	2%	-3%	?
Additional structures follow.
SMILES	Lamin A splicing	SMN2 splice up	KDM4E inh	RECQ1 helicase	RGS12 GoLoco inh	TRb-SRC2 inh	TR SRC2 fluor cs	ALDH1A1 inh
CC1Cc2ccccc2N1S(=O)(=O)c1cnc(Cl)c(Br)c1 (stereo not drawn)	.	.	2%	9%	4%	3%	-2%	.
O=C(COn1nnc2ccc(C(F)(F)F)cc21)Nc1c(Cl)cccc1Cl	14%	-9%	12%	i	1%	1%	-1%	5%
COc1ccc(Nc2nc(-c3ccccc3)nc3ccccc23)c(OC)c1	?	-12%	?	-16%	6%	-1%	-3%	-6%
Clc1ccc(C[n+]2cc(-c3ccccc3)n3c2CCCCC3)c(Cl)c1	?	-62%[inhibitor]	-13%	-12%&4%	-1%	5%&0%	-2%&-5%	4%
CCOC(=O)C1CCN(C(=O)CCN2C(=O)C3C4C=CC(C4)C3C2=O)CC1 (stereo not drawn)	0%	-1%	1%	-14%	2%	-6%	-1%	-9%
CCCCOC(=O)Nc1ccc(OC)cc1S(=O)(=O)N1CCOCC1	-7%	-24%	0%	-6%	-1%	-7%	0%	-10%
O=C1CC(c2ccc(O)cc2)Oc2ccccc21 (stereo not drawn)	?	9%	7%	-1%	1%	-1%	1%	5%
CCN1CCN(C(=O)CN(c2cccc(Br)c2)S(=O)(=O)c2ccccc2)CC1	9%	?	-4%	0%	5%	6%[53 µM]	-1%[53 µM]	?
Cc1ccccc1-n1c(=O)c2ccccc2n2nnnc12	-10%	-14%	1%	i	6%	-4%	2%	?
CC(C)(C)C1CCC(=NNC(=O)C(=O)NCc2cccnc2)CC1 (stereo not drawn)	-10%[46 µM]	1%	80%[activator]	8%	15%	3%	-2%	14%
Cc1ccc(OC(=O)c2cccc([N+](=O)[O-])c2)c(-n2nc3ccccc3n2)c1	-9%	13µM*	-9%	-2%	7%	-1%	?	8%
O=C1OCC/C1=C\c1ccccc1	0%	1%	2%	-6%	-1%	-3%	-3%	22%
CSc1nc(=S)n(Cc2ccccc2)c(C)c1C(C)=O	-2%	-9%	-10%	9%	36%[activator]	-1%	-4%	?
CCS(=O)(=O)N1CCC(C(=O)NCc2ccccn2)CC1	6%	7%	13%	-6%	3%	-2%	-3%	9%
CC(=O)c1ccc(Sc2ccccn2)c([N+](=O)[O-])c1	.	.	-2%	-5%	5%	5%	-1%	.
O=C(NC1CCCC1)C(c1ccsc1)N(CCc1ccccc1)C(=O)Cc1cccs1 (stereo not drawn)	-5%	-1%	11%	-4%	4%	-2%	3%	17%
C/C=C/C(=O)OCC(=O)Nc1ccc(F)cc1Cl	6%[0.0737 µM]	-4%	3%	0%	3%	3%	-1%	0%
O=C(CN1CCCCCC1)Nc1cccc(Br)c1	1%	5%	7%	-2%	2%	0%	-7%	-9%
O=C(CCNS(=O)(=O)c1c(Cl)cccc1Cl)OCC(=O)c1ccccc1F	-5%	18%	-4%	-10%	-36%	-12%	0%	-3%
COC(=O)NC1(C(F)(F)F)C(=O)Nc2c1c(=O)n(C)c(=O)n2C (stereo not drawn)	?	-3%	4%	i	4%	-12%	0%	9%
NS(=O)(=O)c1ccc(NC(=O)COC(=O)c2ccc(Cl)cc2[N+](=O)[O-])cc1	.	.	13%	2%	6%	-4%	3%	7%
NCCCC[C@H]1CNC(=S)N1CC1CCCCC1	.	.	11%	-3%	-9%	0%	-1%	-1%
O=C(CSc1nncc2ccccc12)Nc1cccc(C(=O)O)c1	.	.	-17%	4%	-4%	-4%	-3%	.
Cc1oc(-c2ccccc2)[n+]([O-])c1C	7%	26%	4%	5%	6%	5%	-1%	-3%
O=C(N/N=C/c1ccc(Br)o1)/C(=C/c1ccc([N+](=O)[O-])cc1)NC(=O)c1ccccc1	?	2%	1%	?	-8%	-5%	-4%	?

Record cards (already shown). Values in the order: Lamin A splicing, SMN2 splice up, KDM4E inh, RECQ1 helicase, RGS12 GoLoco inh, TRb-SRC2 inh, TR SRC2 fluor cs, ALDH1A1 inh
COc1cc(OC)cc(C(=O)N[C@H](C(=O)Nc2nc3ccc(S(C)(=O)=O)cc3s2)C(C)C)c1 across the screens: ., 12%, ?, i, -10%, 6%, -4%, -4%
CN1C(=O)/C(=C/c2cn(CC(=O)NCc3ccco3)c3ccccc23)NC1=S across the screens: ?, ., -8%, i, 10%, 7%, -1%, ?

Continuation:
SMILES	Lamin A splicing	SMN2 splice up	KDM4E inh	RECQ1 helicase	RGS12 GoLoco inh	TRb-SRC2 inh	TR SRC2 fluor cs	ALDH1A1 inh
CCC(=O)N1CCN(c2ccccc2NC(=O)Cc2ccc(Cl)cc2)CC1	2%	18%	2%	i	-8%	-7%	2%	-6%
Fc1ccc(Nc2ccnc(Nc3ccc(F)cc3)n2)cc1	?	.	-3%	9%	10%	3%	-2%	7%
O=C(COC(=O)CCC(=O)c1cccs1)Nc1ccc(Cl)cn1	7%	-19%	0%	11%	86%[activator]	7%	1%	-2%
COc1cc(C=O)ccc1OCCCOc1ccc([N+](=O)[O-])cc1	?	-67%[inhibitor]	2%	5%	10%	7%	-1%	?
CN(C)C(CNC(=O)c1cccc(S(=O)(=O)N(C)C)c1)c1ccccc1 (stereo not drawn)	?	26%	-14%	i	4%	-20%	3%	-3%
CCOC(=O)c1cnc(SCC(=O)N2CCOCC2)nc1N	?	.	2%	-11%	6%	-5%	-6%	-12%
CC(C)c1ccc(C(=O)NC(=S)NCc2cccnc2)cc1	?	-19%	-4%	i	5%	2%	-6%	28µM*
Cc1ccc(Nc2cc(C)nc3ncnn23)c(Cl)c1	-12%	-7%	10%	0%	9%	-2%	-2%	5%
COC(=O)N1CCC2(CCCN(Cc3ccc(C#N)cc3)C2)CC1	.	-9%	.	i	9%	.	.	10%
COC(=O)c1cccc(C23CC4(C2)[C@H](CN(Cc2ccc(-c5ccccc5)cc2)[C@@H]4c2ccccc2)C3c2ccc(Cl)nc2)c1 (stereo partly drawn)	.	-3%	?	-17%&-6%	-5%&11%	6%&-3%	-8%&1%	-5%

Screening results (PubChem BioAssay)
